Screens as filed in PubChem BioAssay.
MmCpn inh: inhibitors of Methanococcus maripaludis chaperonin (MmCpn). Potency, µM (top dose mostly 76.9 µM), for inactives: top-dose activity, negative = inhibition, actives largely listed as inhibitors. 330,000 tested, 0.031% active. purified Mm-Cpn ATPase, ADP Transcreener TR-FRET; note: potency is the fitted concentration of half-maximal effect; % is set by controls: 0 for no effect and ±100 for the full control effect; nearly all actives have a fitted effect of over 80% in size
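ATP (10 uM final) was added to archaeal chaperonin (25 nM final) after 10 min exposure to test compound at 37°C; after 30 min further incubation, ADP was detected by competitive TR-FRET.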
HepG2 viability: HepG2 cytotoxicity, counter-screen for TGF-b inhibitors; Potency, µM (top dose mostly 46.1 µM), inactives show at the highest dose activity change, negative = cytotoxicity, usual class: cytotoxic; 410,000 tested, 0.76% active; HepG2 CAGA-GFP viability, ATP luminescence, 18 h; note: potency is the fitted concentration of half-maximal effect; some results filed as inactive show a strong effect at the top dose
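CellTiter-Glo luminescence gave cytotoxicity after 18 hours at 37 degrees C. The cells were HepG2 CAGA-GFP in 1% FBS DMEM, stimulated with 500 pg/mL TGF-beta after compound addition. %Activity was normalised to no-cell wells (complete cell-killing) and DMSO (no toxicity), and curves were fitted and classified.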
CCT chaperon mod: modulators of cytosolic chaperonin (CCT/TRiC) activity | AID 651819 | activity change, % (test concentration not listed), hits read low | purified chaperonin ATPase assay, HTRF ADP detection, 30 min | 360,000 tested, 0.3% active; in the data active = activity change below about -30%; note: % is set by controls: 0 for no effect and ±100 for the full control effect
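ATPase activity: ADP formed was measured by HTRF Transcreener (665/615 nm ratio) after 30 min at 37 deg C with 10 uM ATP. Compounds screened at one 76 uM concentration against 40 or 20 nM TRiC in Tris pH 7.4/KCl/MgCl2/DTT buffer.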
Akt phos inh: Akt phosphorylation inhibition; Neuro2A IGF-stimulated pAkt S473 HTRF, 20 min; hits give low values; activity change, % for hits at 50 µM; 360,000 tested, 0.32% active; AID 651550; in the data active = activity change below about -80%; inconclusive = mostly about -51% to -80%; note: % is set by controls: 0 for no effect and ±100 for the full control effect
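Single-point screen (50 µM final compound) in Neuro2A cells stimulated 20 min with 6 nM IGF at 37 deg C. After lysis, Ser473-phosphorylated Akt read by HTRF (ex 330 nm, em 615/665 nm) as the 665/615 ratio.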
Abeta yeast res: restores growth of yeast expressing A-beta42 peptide | Potency, µM (series often up to 46.1 µM), for inactives: at the top dose growth rescue, actives largely listed as activators | 410,000 tested, 0.063% active | yeast expressing A-beta42, growth rescue, OD600, 48 h; response scale: 0% DMSO, 100% iron-clioquinol control; note: potency is the fitted concentration of half-maximal effect; nearly all actives have a fitted effect of over 55% in size
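Yeast growth medium received pinned compounds, then yeast cells expressing toxic A-beta were added; plates incubated at 30 C for 48 hr. Growth read as absorbance at 600 nm, normalized to DMSO and equimolar FeCl3 plus clioquinol controls.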
A549 tox: A549 cytotoxicity, counter-screen for Nrf2 inhibitors; 390,000 tested, 0.16% active; A549 ARE-Fluc cells, CellTiter-Fluor viability, 18-24 h; AID 504648; Potency, µM (highest dose often 46 µM), for inactives: at the highest dose activity change, negative = cytotoxicity, usual class: inhibitors; note: potency is the fitted concentration of half-maximal effect; % is set by controls: 0 for no effect and ±100 for the full control effect
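Cytotoxicity counterscreen: CellTiter-Fluor fluorescence was measured in A549 ARE_Fluc cells after 18-24 h of compound exposure in a concentration series. The subsequent BugLite luminescent read reports ARE-luciferase activity.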
Nrf2 activator: activators of Nrf2 (ARE) signaling; AREc32 ARE-luciferase reporter (MCF7-derived line), luminescence, 24 h; Potency, µM (top dose mostly 46.1 µM), inactives show top-dose activation, hits mostly activators; 410,000 tested, 0.31% active; note: potency is the fitted concentration of half-maximal effect; % of control where 0% means no effect; nearly all actives have a fitted effect of over 65% in size
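Each well held 1000 AREc32 cells, which were incubated with compound for 24 hr at 37 deg C after overnight attachment, and ARE reporter activity was quantified by firefly luciferase luminescence.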
Nrf2 block: blocks Nrf2 signaling. Potency, µM (top dose mostly 46 µM), for the others: top-dose activity change, negative = inhibition, actives largely listed as inhibitors. 360,000 tested, 2.1% active. A549 ARE-Fluc reporter, luciferase luminescence, 18-24 h. AID 504444; note: potency is the fitted concentration of half-maximal effect; % is set by controls: 0 for no effect and ±100 for the full control effect; nearly all actives have a fitted effect of over 60% in size
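A549 ARE_Fluc cells (5000/well, 5% FBS OPTI-MEM) pre-incubated 2 h, then treated with compounds 18-24 h at 37C/5% CO2 in concentration-response. CellTiter-Fluor viability read first; BugLite luciferase luminescence after 15 min at room temperature gives Nrf2 activity.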
TGFb inhibitor: TGF-b pathway inhibition; HepG2 CAGA-GFP TGF-b/SMAD3 reporter, GFP fluorescence, 18 h; TGF-beta stimulated, 500 pg/mL final; Potency, µM (top dose mostly 46.1 µM), inactives show top-dose activity, negative = inhibition, usual class: inhibitors; 410,000 tested, 1.2% active; AID 588855; note: potency is the fitted concentration of half-maximal effect; % is set by controls: 0 for no effect and ±100 for the full control effect; nearly all actives have a fitted effect of over 65% in size
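Read-out: total well GFP (ex488/em500-530) summed from mean per-cell fluorescence. Cells: HEPG2 CAGA-GFP, 1% FBS DMEM, 18 h at 37 degrees C with 500 pg/mL final TGF-beta. Unstimulated wells served as the full-inhibition control; stimulated DMSO wells = 0%.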
* marks the source's active call; other numbers are inactive results; i = inactive; ? = inconclusive; / = not tested or not shown; [ ] = remark or other dose. Unless noted, calls come from the whole dose curve; as a rule, active = well fitted curve in the direction sought with a large enough effect; inconclusive = small, poorly fitted or top-dose-only effect, or another doubt; inactive = no such curve, though single readings can be large; an effect the other way counts as inactive or inconclusive.

SMILES	MmCpn inh	HepG2 viability	CCT chaperon mod	Akt phos inh	Abeta yeast res	A549 tox	Nrf2 activator	Nrf2 block	TGFb inhibitor
O=S(=O)(c1ccc(N2CCCCCC2)nc1)N1CCCC1	0%	-12%	0.9	i	3%	-2%	0.4%[9.22 µM]	10%	-7%
COc1ccc(NC(=O)CN2C(=O)C3CC=CCC3C2=O)cc1Cl (stereo unspecified)	/	1%	1.0	i	0%	/	-1.9%	/	-1%
CC[C@@H]1C=C(C(=O)O)[C@H](c2ccc(C#N)cc2)N1S(=O)(=O)c1ccc(C)cc1	2%	5%	-2.5	i	-7%	9%	-0.2%	-7%	-7%
CCOc1ccccc1C(=O)NC1CC2CCCC(C1)N2Cc1nnnn1Cc1ccco1 (stereo unspecified)	0%	-25%	-2.2	i	7%	-12%	-0.5%	-18%	-14%
O=C(c1ccc(Br)c(S(=O)(=O)N2CCOCC2)c1)N1CCN(C/C=C/c2ccccc2)CC1	/	-37%	-3.8	i	-11%	-7%	9.4%	?	?
COC(=O)C(CC(C)C)NC(=O)CSc1nc(-c2ccccc2)c(C#N)c(=O)[nH]1 (stereo unspecified)	-17%	5%	-0.3	i	0%	-4%	0.2%	1%	21%
COc1ccccc1C(=O)N1CCN(CCc2ccccc2)CC1	0%	-56%	-0.8	i	1%	-1%	-0.4%	/	-15%
COc1ccc(C(=O)N2CC3(CC(c4cccc(NC(=O)CC(c5ccccc5)c5ccccc5)c4)=NO3)C[C@H]2C(N)=O)cc1 (stereo partly specified)	-2%	13%	-1.4	i	-11%	-1%	0.7%	6%	?
COc1ccc(/C=N/Nc2cc(C)nc3ccccc23)cc1	0%	-76%	1.2	i	-15%	?	-1.5%	?	?
CC(=O)NC(c1ccc(F)c(F)c1)c1nc(-c2cc3ccccc3o2)cs1 (stereo unspecified)	/	-24%	1.1	i	4%	/	7.2%	/	-13%
Cc1ccsc1C(=O)OC1CCOC1=O (stereo unspecified)	-2%	-3%	-1.7	i	24%	-6%	-0.7%	3%	-10%
CC(=O)NC(CC(=O)N(C)Cc1c(F)cccc1Cl)c1ccccc1 (stereo unspecified)	1%	-7%	-0.9	i	12%	0%	1.5%	-8%	-3%
CCC(=O)NC(c1cccs1)c1cc(Cl)c2ccccc2c1O (stereo unspecified)	-3%	1%	/	/	-1%	11%	5.7%	2%	?
Cc1ccc(NC(=O)CSc2nc3nccnc3c(=O)n2CCc2c[nH]c3ccccc23)c(C)c1	/	-24%	/	/	-4%	-5%	-0.5%	?	-29%
CCOc1ccccc1CNC(=O)C1CCN(C(=O)N2CCOc3ccc(Cl)cc32)CC1	/	-34%	/	/	3%	-2%	6.0%	-14%	?
CC1CCN(S(=O)(=O)c2ccc(C(=O)OC(C)C(=O)NC3CCCCC3C)cc2)CC1 (stereo unspecified)	-3%	-1%	-2.3	i	7%	-6%	-0.3%	9%	-3%
O=C1CC(C(F)(F)F)=NN1	-1%	-8%	-1.9	i	8%	-2%	0.0%	3%	-12%
CC(C)C(OC(=O)C1CCCO1)C(=O)NC1CCCC1 (stereo unspecified)	0%	-11%	-3.4	i	1%	-3%	-0.6%	12%	7%
O=C(NCCCn1ccnc1)C(=O)NCc1ccccc1	0%	-5%	-0.9	i	-4%	6%	0.3%	1%	-6%
Cc1cccn2c(=O)c3cc(C(=O)NCc4ccco4)c(=N)n(C4CCCC4)c3nc12	-1%	1%	-1.7	i	5%	1%	2.8%	2%	-14%
COC(=O)C1=C(C)N(CCCC(=O)O)C(=O)NC1c1ccccc1Cl (stereo unspecified)	/	7%	0.1	i	3%	11%	-0.7%	?	-11%
COC(=O)C(C)SC1=N/C(=C/c2ccc(-n3cncn3)cc2)C(=O)N1 (stereo unspecified)	-1%	1%	0.7	i	8%	-11%	-0.5%	3%	15%
CC(=O)Nc1ccc(S(=O)(=O)Nc2ccc(N3CCOCC3)c(F)c2)cc1	-5%	0%	2.4	i	-14%	0%	-0.2%	-22%	-2%
CCOc1ccc(NC(=O)Cn2cc(C(=O)c3ccccc3)c(=O)c3cc(OC)ccc32)cc1	/	-21%	/	/	2%	-8%	0.4%	-14%	-23%
Cc1ccc(N(C(=O)c2snc(C(N)=O)c2N)C(C(=O)NCCC(C)C)c2ccco2)cc1 (stereo unspecified)	-1%	-2%	-2.0	i	15%	?	0.4%	23µM*	-30%
O=S(=O)(c1cccc(-c2csc(-c3ccccc3)n2)c1)N1CCOCC1	?	3%	-2.6	i	4%	-1%	0.3%	-7%	-16%
CCc1cc2c(NC(Cc3c[nH]c4ccccc34)C(=O)O)nc(C)nc2s1 (stereo unspecified)	-6%	14%	-0.6	i	2%	0%	-0.6%	2%	0%
CCc1[nH]nc2c1C(C1C=CCCC1)C(C#N)=C(N)O2 (stereo unspecified)	4%	-49%	-0.3	i	-1%	-8%	?	?	?
Cc1ccc(S(=O)(=O)N2CCCC(c3nnc4n3-c3ccccc3SC4)C2)cc1 (stereo unspecified)	-1%	8%	-0.3	i	26%	-9%	-0.1%	-7%	8%
COc1ccc2c(c1OC)c(=O)n1c3ccc(OC(C)C(=O)NCCN4CCOCC4)cc3c3ccnc2c31 (stereo unspecified)	0%	-24%	-2.0	i	-18%	-17%	-0.8%	-6%	25%

Copied from the list.
Under HepG2 viability, O=S(=O)(c1cccc(-c2csc(-c3ccccc3)n2)c1)N1CCOCC1 shows 3%
Under HepG2 viability, CCOc1ccc(NC(=O)Cn2cc(C(=O)c3ccccc3)c(=O)c3cc(OC)ccc32)cc1 shows -21%
Under Nrf2 activator, Cc1cccn2c(=O)c3cc(C(=O)NCc4ccco4)c(=N)n(C4CCCC4)c3nc12 shows 2.8%

Following part
SMILES	MmCpn inh	HepG2 viability	CCT chaperon mod	Akt phos inh	Abeta yeast res	A549 tox	Nrf2 activator	Nrf2 block	TGFb inhibitor
O=C(c1cncc(Br)c1)N1CCN(c2ccc([N+](=O)[O-])cc2)CC1	1%	-40%	-2.8	i	-12%	-16%	0.7%	-24%	-2%
O=C(Cn1cc(S(=O)(=O)N2CCN(c3ccccc3F)CC2)c2ccccc2c1=O)Nc1ccc(F)cc1Cl	/	-9%	/	/	-4%	1%	0.4%	11%	-19%
COc1ccc(S(=O)(=O)Nc2cc(C(=O)NCCCN3CCOCC3)ccc2N2CCOCC2)cc1	1%	-16%	-0.4	i	8%	0%	-0.1%	-26%	-7%
CCn1c(SCC(=O)Nc2nnc(C)s2)nnc1C(C)NC(=O)c1ccccc1F (stereo unspecified)	-3%	-38%	0.2	i	-7%	-1%	-0.7%	8%	-11%
COc1ccc(S(=O)(=O)NC(Cc2cnc[nH]2)C(=O)O)cc1 (stereo unspecified)	0%	3%	-4.0	i	11%	8%	-0.1%	3%	6%
CCCCc1ccc(S(=O)(=O)NC(=O)C2(C)CCN2C(=O)CC2CC2)cc1 (stereo unspecified)	/	-6%	1.6	i	-5%	/	-1.1%[9.22 µM]	/	19%
CNC(=O)COC(=O)COc1ccc2c(C)cc(=O)oc2c1	0%	-1%	-3.5	i	3%	-5%	0.2%	9%	12%
COC(=O)c1ccccc1NC(=O)CN(c1ccc(C)cc1)S(C)(=O)=O	1%	5%	-3.9	i	21%	-6%	-1.0%	-30%	6%
Cc1ccc(CNc2oc(COc3ccccc3Cl)nc2C#N)cc1	-1%	-38%	0.2	i	3%	2%	-0.4%	/	-29%
Cc1nnsc1C(=O)NNS(=O)(=O)c1cc(C(F)(F)F)cc(C(F)(F)F)c1	-2%	12%	-0.6	i	4%	-4%	0.4%	-7%	-19%
Cc1nc(C)c(CCNC(=O)c2ccccc2Br)s1	-1%	-5%	-3.1	i	-4%	5%	1.7%	6%	-10%
O=C(Cn1cc([N+](=O)[O-])ccc1=O)N1CCc2ccccc21	2%	-36%	-3.6	i	-4%	4%	3.2%	-8%	-15%
CC(=O)Nc1ccc(NC(=O)C(=O)c2cn(CC(=O)N3CCCC3)c3ccccc23)cc1	1%	-30%	0.3	i	6%	-3%	-1.3%	4%	-11%
Cc1cccc2cc(-c3nc(-c4cccs4)no3)c(=O)oc12	/	-2%	/	/	-28%	-1%	6.7%	6%	-4%
CCCCN(C)CCNC(=O)c1cc(-c2ccc(Cl)s2)nc2ccccc12	/	-6%	/	/	-25%	-6%	-0.6%	6%[9.27 µM]	-17%

For convenience, some entries already given.
SMILES	MmCpn inh	HepG2 viability	CCT chaperon mod	Akt phos inh	Abeta yeast res	A549 tox	Nrf2 activator	Nrf2 block	TGFb inhibitor
COc1ccc(S(=O)(=O)NC(Cc2cnc[nH]2)C(=O)O)cc1 (stereo unspecified)	0%	3%	-4.0	i	11%	8%	-0.1%	3%	6%
CCCCc1ccc(S(=O)(=O)NC(=O)C2(C)CCN2C(=O)CC2CC2)cc1 (stereo unspecified)	/	-6%	1.6	i	-5%	/	-1.1%[9.22 µM]	/	19%
CNC(=O)COC(=O)COc1ccc2c(C)cc(=O)oc2c1	0%	-1%	-3.5	i	3%	-5%	0.2%	9%	12%
COC(=O)c1ccccc1NC(=O)CN(c1ccc(C)cc1)S(C)(=O)=O	1%	5%	-3.9	i	21%	-6%	-1.0%	-30%	6%
